# PP1 inh: PP1-alpha (human) inhibition in PP5 counter-screen. AID 2235. purified PP1alpha, OMFP fluorescence. 320,000 tested, 0.9% active. inhibition, % at 6.7 µM;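 active = inhibition above the mean inhibition of all tested compounds plus 3 SD, computed separately for each screening campaign, cut at about 15% in these data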
# Target sequence (P62136 whole entry, looked up): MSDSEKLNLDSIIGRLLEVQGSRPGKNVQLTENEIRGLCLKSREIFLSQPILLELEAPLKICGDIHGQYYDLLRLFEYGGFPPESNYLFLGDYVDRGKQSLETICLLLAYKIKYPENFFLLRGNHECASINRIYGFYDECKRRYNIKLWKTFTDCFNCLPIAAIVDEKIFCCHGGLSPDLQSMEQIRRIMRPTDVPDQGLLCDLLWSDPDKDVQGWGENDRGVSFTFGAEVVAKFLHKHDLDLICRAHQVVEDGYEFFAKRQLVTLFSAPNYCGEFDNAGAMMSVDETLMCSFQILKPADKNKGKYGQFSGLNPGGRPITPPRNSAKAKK
# proCasp7 act: activates human procaspase-7, counter-screen for procaspase-3 activators | 330,000 tested, 0.093% active | P55210 | AID 463210 | activation, % at 8.5 µM | recombinant procaspase-7, Ac-DEVD-pNA absorbance 405 nm; D23A/D198A/D206A triple mutant, cannot self-cleave; scale: DMSO 0, 5 µM enzyme 100;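 active = percent activation above the screen-wide mean plus 3 SD, cut at about 25% in these data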
# Target sequence (P55210 whole entry D23A/D198A/D206A): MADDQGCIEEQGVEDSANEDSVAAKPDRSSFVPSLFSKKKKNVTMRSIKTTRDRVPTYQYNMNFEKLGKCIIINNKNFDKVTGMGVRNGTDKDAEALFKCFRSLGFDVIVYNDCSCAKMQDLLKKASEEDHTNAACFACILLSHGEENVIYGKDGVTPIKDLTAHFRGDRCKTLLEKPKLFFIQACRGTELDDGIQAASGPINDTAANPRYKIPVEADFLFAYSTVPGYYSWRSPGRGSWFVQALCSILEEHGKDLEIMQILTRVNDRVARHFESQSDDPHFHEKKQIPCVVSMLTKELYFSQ
#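 Assay system – Uncleavable procaspase-7 mutant enzyme · Quantity – 2 µM procaspase-7 mutant as dispensed · Times – 1 h preincubation, 2 h reaction · Dosing – single nominal 8.5 µM compound dose, 0.8% DMSO final · Buffer or medium – Zinc-free 50 mM HEPES buffer, pH 7.4, with NaCl and Triton X-100 · Detection – Epi-absorbance of released pNA at 405 nm, two timepoints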
# Efflux pump inh: inhibitors of Candida antifungal efflux pumps expressed in yeast | S. cerevisiae Candida pump triplex, Nile Red efflux | inhibition, % at 10 µM | 330,000 tested, 0.44% active | AID 485275;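 active = plate passing quality check with inhibition over a set limit, or well fluorescence over plate mean plus 4 SD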;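 note: Nile Red retained in pooled yeast measured as flow cytometry median fluorescence; 0% = buffer negative control and 100% = Enniatin B positive control; higher means more Nile Red kept so more efflux inhibition; some compounds called inactive have numbers as strong as hits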
# TPT1 inhibitor: inhibitors of Candida albicans tRNA 2'-phosphotransferase TPT1; recombinant caTPT1, FP RNA substrate dephosphorylation; inhibition, % at 5 µM; 300,000 tested, 0.81% active; AID 1962;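 active = inhibition above the mean of all tested compounds plus 3 SD, set per screening campaign, cut at about 24% in these data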;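 note: plate controls were DMSO alone for no effect and ferristatin control at 100 nM for full effect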
# HCV core dimer: HCV core protein dimerization inhibition | TR-FRET GST/Flag-core106 dimerization, 1536-well | inhibition, % at 5 µM | 300,000 tested, 0.33% active | AID 1899;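 active = inhibition above the mean of all tested compounds plus 3 SD, set per screening campaign, cut at about 45% in these data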
#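 Material: GST/Flag-tagged HCV core106 proteins. Incubation: 4 h, 22.5 °C incubation. Read-out basis: inhibition (%) from 671 over 617 nm ratio. Measured by: TR-FRET, excitation 340 nm, emission 617 and 671 nm.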
# proCasp3 act: activators of human procaspase-3; 330,000 tested, 0.11% active; recombinant procaspase-3 D3A, Ac-DEVD-pNA absorbance 405 nm; AID 463141; activation, % at 8.5 µM;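 active = activation above the mean of all tested compounds plus 3 SD, cut at about 21% in these data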;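 note: 0% = DMSO alone and 100% = DMSO wells spiked with extra 5 µM PC-3 D3A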
# Target sequence (P42574 whole entry D9A/D28A/D175A): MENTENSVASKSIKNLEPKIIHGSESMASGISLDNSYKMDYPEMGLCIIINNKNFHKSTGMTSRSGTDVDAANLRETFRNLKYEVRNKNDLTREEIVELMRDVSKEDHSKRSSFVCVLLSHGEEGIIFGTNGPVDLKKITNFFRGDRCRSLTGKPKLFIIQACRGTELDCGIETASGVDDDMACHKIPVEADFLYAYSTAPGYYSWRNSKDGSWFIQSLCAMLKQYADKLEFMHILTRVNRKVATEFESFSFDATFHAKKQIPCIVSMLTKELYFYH
#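 Assay system: Procaspase-3 D3A mutant, all three cleavage aspartates alanine. Buffer or medium: Zinc-free HEPES saline buffer with Triton X-100. Times: 1 h compound preincubation, 2 h substrate hydrolysis at 25 °C. Measured by: 405 nm absorbance of p-nitroaniline, reads at 0 and 120 min. Read-out basis: percent activation relative to control range. Replicates: singlicate.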
# CTSL1 counter: blocks F. hepatica cathepsin L1 in PFM18AAP counter-screen | recombinant F. hepatica cathepsin L1, Z-Leu-Arg-MCA fluorescence | inhibition, % at 5.96 µM | 300,000 tested, 0.49% active | AID 1906;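 active = inhibition above the mean of all tested compounds plus 3 SD, set per screening campaign, cut at about 17% in these data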;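 note: 0% = plate median of test compound wells and 100% = 1 µM Z-Phe-Ala-diazomethylketone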
# PP5 primary: PP5 (human) phosphatase inhibition | P53041 | purified PP5c, OMFP substrate fluorescence | inhibition, % at 6.7 µM | 320,000 tested, 0.18% active | AID 1987;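 active = inhibition above the campaign's mean inhibition across all tested compounds plus 3 SD, cut at about 9.5% in these data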;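 note: 0% = DMSO only and 100% = 100 µM cantharidin control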
# JMJD2C inh: human JMJD2C demethylase inhibition; GST-JMJD2C(1-420) H3K9me3 demethylation, DELFIA europium; 330,000 tested, 0.069% active; Q9H3R0; inhibition, % at 2.35 µM;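 active = more than half of a compound's replicate wells show inhibition beyond 50%, single wells judged on their own value; inconclusive = some, but no more than half, of replicates pass 50% inhibition; inactive = no replicate passes 50% inhibition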;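 note: signal counts dimethyl H3K9 product captured on neutravidin plate; 0% = median of DMSO wells and 100% = 0.3 times that DMSO median; strong numbers were not always called active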
# * marks the source's active call; other numbers are inactive results; i = inactive; u = inconclusive; x = no result given. Rows are unselected; about 2.9% have a hit in one of these screens.
SMILES,PP1 inh,proCasp7 act,Efflux pump inh,TPT1 inhibitor,HCV core dimer,proCasp3 act,CTSL1 counter,PP5 primary,JMJD2C inh
Cc1ccc(C(=O)O/N=C(\N)c2nonc2N)cc1,2,4,-0.1,2,-2,4,-5,1.6,6
CCOc1cc(C(=O)NC(CC(=O)O)c2ccc(OC3CCCC3)cc2)cc(OCC)c1OCC (stereo not given),-4,4,-0.2,1,4,-2,2,0.2,0
COc1ccc(CCNC(=O)C2CCN(S(=O)(=O)c3cccc4nsnc34)CC2)cc1OC,-2,2,0.0,1,-2,4,-3,-1.6,-3
Cc1ccccc1-n1c(-c2ccc(Br)o2)n[nH]c1=S,0,-24,0.1,-1,-1,-15,-3,2.2,1
CC(=O)N1CCN(C(=O)c2ccc(S(=O)(=O)Nc3cccc(C(F)(F)F)c3)cc2)CC1,-7,-4,0.0,-1,-1,-3,4,-2.1,0
CN(C(=O)COC(=O)c1ccc(Cl)cc1N)C1CCCCC1,-3,8,0.1,0,-3,10,2,2.5,6
COc1ccc(C(c2nnnn2Cc2ccccc2)N2CCN(C(=O)c3ccco3)CC2)cc1 (stereo not given),1,3,0.0,0,0,0,2,1.2,14
COc1cc(C(=O)Nc2ccc3nc(N4CCOCC4)sc3c2)cc(OC)c1OC,2,-15,0.3,x,x,3,x,1.8,13
CCOC(=O)CSc1nnc(-c2ccc3ncccc3c2)n1C,-1,10,-0.1,-2,2,3,-2,0.1,-22
O=C(NC1CCCC1)c1cccc(S(=O)(=O)Nc2ccccc2F)c1,4,-4,0.2,x,x,10,x,1.9,13
COc1ccc(S(=O)(=O)N2CCOCC2)cc1Cl,-4,18,0.2,1,-2,6,1,-0.5,8
Cc1ccc(C(=O)N2CCCCC2C(=O)O)cc1S(=O)(=O)N1CCCCC1 (stereo not given),x,1,-0.3,x,x,6,x,x,-5
CC(C)CC(OC(=O)c1cccs1)C(=O)NCC1CCCO1 (stereo not given),-8,4,0.1,-8,1,-7,-32,2.6,0
Cc1ccc(C(=O)N2CCN(c3cc4c(cc3[N+](=O)[O-])n(C)c(=O)n4C)CC2)cc1,2,3,0.0,-5,7,8,-6,4.6,2
CC1=C(C(=O)OCc2ccccc2)C(c2ccccc2-c2ccccc2)NC(=O)N1CCCCCC(=O)O (stereo not given),9,2,0.3,1,39,15,0,1.8,-4
CCn1c(=O)n(CC(=O)NCC2CCCO2)c(=O)c2c3c(sc21)COC(C)(C)C3 (stereo not given),1,4,-0.1,-6,-15,2,0,4.1,0
C=CCOc1c(CNc2nccs2)cccc1OCC,6,-14,0.1,0,3,-10,-1,1.8,-2
CCC(CC)COC(=O)C(C#N)c1nc2ccccc2nc1N1CCOCC1 (stereo not given),0,-15,0.0,6,8,-19,2,0.3,14
Cc1cccc(C)c1NC(=O)NC1(C(=O)NCC2CCCO2)CCCCC1 (stereo not given),3,-1,0.0,3,-7,4,4,1.2,-1
COc1cc(O)c(C(CC(=O)N2CCCC2)c2ccc(N(C)C)cc2)c(OC)c1 (stereo not given),2,3,-0.1,-4,-4,5,-1,0.2,12
C=CCNC(=O)CN(Cc1ccccc1)S(=O)(=O)c1ccccc1,5,4,0.1,-3,4,-5,-2,1.7,-6
CC(C)(C)Cc1nc(-c2ccc(Cl)cc2)no1,-4,-1,-0.1,-1,0,11,-1,-2.0,6
COc1ccc(C(=O)N2CCC(C(=O)Nc3ccccc3OC)CC2)cc1,-6,-4,0.3,-2,-7,2,-2,0.5,27
O=C(COc1ccc2ccccc2c1Br)N1CCCCC1,2,12,0.1,0,-5,-3,-5,2.9,-4
CCCc1ccc2c(N)c(C#N)sc2n1,4,6,0.1,2,-1,2,1,1.1,-2

# 2 entries picked at random from the list so far:
SMILES,PP1 inh,proCasp7 act,Efflux pump inh,TPT1 inhibitor,HCV core dimer,proCasp3 act,CTSL1 counter,PP5 primary,JMJD2C inh
O=C(COc1ccc2ccccc2c1Br)N1CCCCC1,2,12,0.1,0,-5,-3,-5,2.9,-4
C=CCNC(=O)CN(Cc1ccccc1)S(=O)(=O)c1ccccc1,5,4,0.1,-3,4,-5,-2,1.7,-6

# Next part:
SMILES,PP1 inh,proCasp7 act,Efflux pump inh,TPT1 inhibitor,HCV core dimer,proCasp3 act,CTSL1 counter,PP5 primary,JMJD2C inh
CC(C)(C)c1ccc(OC(=O)c2ccccc2)cc1,0,-1,-0.1,0,0,6,-2,0.0,-3
O=C(CN1CCN(CN2C(=O)NC3(CCCCCC3)C2=O)CC1)Nc1cccc(F)c1,-4,15,0.1,x,x,0,x,-1.3,-16
NC1=NC(c2cn[nH]c2-c2cccc(F)c2)n2c(nc3ccccc32)N1 (stereo not given),-1,6,0.1,-4,5,7,1,-1.4,-4
COc1ccc(CN2CC(C(=O)NCCN3CCOCC3)CC2=O)cc1 (stereo not given),-3,0,-0.3,-5,-1,-1,-2,-1.5,11
CC1=C(C(=O)OCc2ccc3c(c2)OCO3)C(c2ccccc2)NC(=O)N1 (stereo not given),3,2,-0.2,-1,-4,-2,2,3.4,3
Cc1cc(C)c(CN2CCC(N3CCC(C(=O)NCC4CCCO4)CC3)CC2)cc1C (stereo not given),-2,2,-0.2,-2,3,2,-4,-3.9,2
CCN(c1ccc(NC(=O)COC(=O)CCc2nc3ccccc3n2-c2ccccc2)cc1)C(C)C,10,2,-0.1,8,9,4,-35,1.5,-11
O=C(CS(=O)(=O)c1ccc(F)cc1)Nc1nccs1,-4,6,-0.3,0,-1,-1,-2,-0.3,-8
Cc1cc(=O)oc2cc(OC(C)C)ccc12,1,6,0.2,-4,-3,9,-2,1.9,0
CCOC(=O)CSC1=C(C#N)C(c2ccc(F)cc2)C(C(C)=O)=C(C)N1 (stereo not given),-3,-10,0.1,8,1,3,1,4.6,0
O=C(N/N=C/c1ccccc1OC(F)F)C1=COCCO1,-4,3,0.1,2,-2,14,10,0.1,-3
Cc1ccc(S(=O)(=O)N2CCN(S(=O)(=O)N(C)C)CC2)cc1,0,9,-0.1,-5,3,-4,-1,1.3,0
CN(Cc1ccc(F)cc1)C(=O)COc1ccc2ccccc2c1,3,1,0.2,1,1,-9,-1,6.5,-4
COc1ccc(CC(=O)Nc2cccc(-c3cn4ccccc4n3)c2)cc1,-5,0,0.8,-2,-1,3,-4,2.3,7
COc1ccc(-c2c(-c3cc(OC)cc(OC)c3)n(C)c3ccc(-c4ccc(OC)cc4F)cc23)cc1,-1,-9,0.4,x,x,-7,x,0.7,6
CCN1C(=O)c2ccccc2Sc2ccc(C(=O)O)cc21,2,14,-0.1,0,3,6,0,-0.5,-8
COc1ccc(C(=O)COC(=O)C2CCCN2C(=O)C23CC4CC(CC(C4)C2)C3)cc1 (stereo not given),-1,6,0.0,-2,4,3,-1,3.9,2
CCOC(=O)N1CCN(C(=O)c2cccc(-n3c(=S)[nH]c4cc(Cl)ccc4c3=O)c2)CC1,0,-14,0.0,1,-2,-5,5,1.5,0
CCc1ccccc1Nc1nc(N)nc(COC(=O)CCC(=O)c2ccc(F)cc2)n1,2,-6,-0.4,x,x,5,x,3.7,-3
CCc1ccccc1N(CC(=O)N1CCN(c2ccccc2F)CC1)S(C)(=O)=O,-1,3,0.1,-2,6,2,2,3.1,1
CCCCn1ccnc1C(=O)c1cc(S(=O)(=O)N2CCOCC2)ccc1C,1,-1,-0.2,-2,-3,6,0,3.6,i
Cc1nn(C(C)C)c(C)c1[C@@H]1C[C@H]2CN(Cc3cccc(Cl)c3)C(=O)[C@]23CCCN13,1,-11,0.1,5,-3,-2,-1,0.3,1
CCOc1ccc(N(CC)S(=O)(=O)c2c(C)[nH]c(=O)[nH]c2=O)cc1,-2,9,-0.1,1,8,9,0,-1.9,21
O=C(COC(=O)Cc1ccc(F)cc1)NC1CCCC1,-2,2,0.1,-1,-2,-12,-2,-3.8,-4
CC(C)(C)c1ccc(-c2n[nH]c(=S)n2CCCN2CCOCC2)cc1,-4,-2,0.0,2,0,-6,3,-0.3,-1

# (cont.)
SMILES,PP1 inh,proCasp7 act,Efflux pump inh,TPT1 inhibitor,HCV core dimer,proCasp3 act,CTSL1 counter,PP5 primary,JMJD2C inh
NNC(=S)Nc1c(Br)cc(F)cc1Br,-1,12,-0.1,-3,-4,-7,0,1.2,2
COc1ccc(OC)c(C(=O)NC(CC(N)=O)c2ccc(N3CCN(c4ccc(F)cc4)CC3)c([N+](=O)[O-])c2)c1 (stereo not given),-3,6,-0.1,1,16,3,-1,1.2,2
CC1CCN(S(=O)(=O)c2ccc(NC(=O)C3CCN(C(=O)c4ccco4)CC3)cc2)CC1,3,-1,-0.1,-2,-7,1,-5,4.3,-2
COc1ccc2[nH]c3c(NCCCN4CCCC4=O)ncnc3c2c1,-2,9,0.0,-1,-9,2,0,0.9,14
O=C(c1ccccc1)c1ccc(OCCOCCN2CCN(Cc3ccccc3)CC2)cc1,-2,7,0.1,0,-1,1,1,-0.6,19
CC(=NCCN1CCNCC1)C1=C(O)CC(C)(C)CC1=O,-8,-4,0.1,-5,-5,-5,0,3.2,-2
Cc1cc(C)c(C#N)c(SCC(=O)NN2CC(=O)N(c3ccccc3F)CC2=O)n1,0,-1,0.2,5,-8,5,0,-2.1,-2
COc1cc(CNCCc2ccccc2)ccc1OCc1ccc(Cl)nc1,0,-7,-0.1,-2,-19,5,-1,-1.0,-3
CC(C)(C)NC(=O)CCC1COc2ccccc2O1 (stereo not given),0,2,0.1,1,1,3,-2,0.0,-1
COc1ccc(CN2C(=O)C(Cc3ccccc3)Nc3ncnc(N4CCc5ccccc5C4)c32)cc1 (stereo not given),14,6,0.3,-1,36,-5,5,0.8,1
O=C(c1cc(COc2c(F)cccc2F)on1)N1CCCCCC1,2,6,0.1,1,-7,4,-2,4.4,-2
CCCCn1c(N)c(N(CCOC)C(=O)COC(=O)COc2cccc(C(C)=O)c2)c(=O)[nH]c1=O,-3,6,-0.1,0,4,3,-5,-1.9,-1
CC(=O)Nc1ccc(SCC(=O)Nc2ccccc2Oc2ccccc2)cc1,0,0,1.2,3,-1,-18,-3,2.9,0
C=CCn1c(SCC)nc2sc3c(c2c1=O)CCc1ccccc1-3,-2,11,-0.1,1,1,2,2,2.1,-3
CNS(=O)(=O)c1ccc2nc(NC(=O)c3ccc(N4C(=O)CCC4=O)cc3)sc2c1,0,-6,0.1,-2,11,8,0,0.3,u
COc1ccc(NC(=O)CSc2nnc(CNC(=O)c3ccco3)o2)c(OC)c1,-4,6,-0.1,-9,-9,3,2,1.4,8
CN1CCN(C(=O)/C(=C\c2cccnc2)NC(=O)c2cccc(Br)c2)CC1,-2,2,-0.3,-1,-15,5,-5,1.0,-3

# Screening data (PubChem BioAssay)
